Source: PubChem (National Center for Advancing Translational Sciences (NCATS))
RXFP1 ag: qHTS Assay for Agonists of the Relaxin Receptor RXFP1. 370,000 compounds, 0.3% hits. Potency, µM (top dose mostly 57.5 µM), inactives show at the highest dose activation, actives largely listed as activators. Relaxin receptor 1 (Homo sapiens), Q9HBX9. AID 2676, 2010. HEK293T-RXFP1 cAMP TR-FRET, 30 min; response scale: percent of porcine relaxin response, buffer zero; note: potency is the fitted concentration of half-maximal effect; % is set by controls: 0 for no effect and ±100 for the full control effect; nearly all actives have a fitted effect of over 60% in size; many of its hits are not listed in these tables
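HEK293T cells stably expressing RXFP1 were pretreated with the PDE4 inhibitor Ro 20174, exposed to compounds for 30 min at 37C, lysed, and cAMP was read by TR-FRET. Data normalized to buffer (basal) and 29 nM porcine relaxin (100%).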
TRHR enhancer: qHTS for Small Molecule Agonists and Allosteric Enhancers of Human TRH Receptor: Primary Screen for Enhancers. Thyrotropin-releasing hormone receptor (Homo sapiens), P34981. TRHR cells, fluo-8 calcium fluorescence, EC20 TRH enhancement. enhancement, % at 2 µM. 360,000 compounds, 0.66% hits. AID 493056, 2011; in the data active = enhancement above about 30%; note: 0% is about no effect
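Enhancer read-out: after compound pinning and an initial kinetic agonist-mode read, an EC20 of TRH (10 nM final) was injected and fluo-8 calcium signal (Ex 480/Em 530) followed at 1 s/cycle for 100 cycles in TRHR-expressing cells.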
D2 PAM: HTS Assay for Positive Allosteric Modulators of the Human D2 Dopamine Receptor: Primary Screen for Potentiators. D(2) dopamine receptor (Homo sapiens), P14416. HEK293 T-REx D2, calcium flux, EC20 dopamine potentiation. potentiation, % at 10 µM. 340,000 compounds, 0.34% hits;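 active = potentiation over 3 SD above the plate norm, cut at about 30% in these data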; note: 0% is about no effect
Target sequence (P14416 whole entry, looked up): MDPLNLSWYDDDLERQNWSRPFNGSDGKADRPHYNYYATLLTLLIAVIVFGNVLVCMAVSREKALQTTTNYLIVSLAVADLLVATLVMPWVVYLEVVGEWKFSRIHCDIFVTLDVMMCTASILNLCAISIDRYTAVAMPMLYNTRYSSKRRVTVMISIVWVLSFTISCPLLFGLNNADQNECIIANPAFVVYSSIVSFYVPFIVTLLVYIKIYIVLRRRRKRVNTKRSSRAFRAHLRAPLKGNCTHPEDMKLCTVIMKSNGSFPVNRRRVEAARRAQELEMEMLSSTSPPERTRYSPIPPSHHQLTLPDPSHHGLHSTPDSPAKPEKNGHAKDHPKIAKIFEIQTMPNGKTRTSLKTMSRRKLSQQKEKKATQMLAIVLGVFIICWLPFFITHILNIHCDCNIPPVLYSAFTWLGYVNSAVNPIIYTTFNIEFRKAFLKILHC
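Potentiation of an EC20 dopamine calcium response is measured in a force-coupled, tetracycline-inducible Hek293 Trex D2 line. Compound-only kinetic reads over 180 s flag agonists before dopamine addition.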
RXFP1 antagonist: qHTS Assay for Antagonists of the Relaxin Receptor RXFP1. Relaxin receptor 1 (Homo sapiens), Q9HBX9. 350,000 compounds, 0.59% hits. HEK293-RXFP1, relaxin-stimulated cAMP HTRF, 30 min; stronger effect = lower value. AID 1259400, 2018. activity change, negative = inhibition, % at 57.5 µM;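 active = activity change of -60% or lower, but not beyond a set lower limit; inconclusive = change between -60% and -40%, or beyond the set limit; inactive = change above -40%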; note: % is set by controls: 0 for no effect and ±100 for the full control effect
Apoferritin bind: qHTS Assay for Identification of Novel General Anesthetics | Ferritin light chain (Equus caballus), P02791 | 350,000 compounds, 0.074% hits | apoferritin/1-aminoanthracene competitive binding, fluorescence | Potency, µM (top dose mostly 77.5 µM), inactives show top-dose activity change, negative = displacement, hits mostly inhibitors; note: potency is the fitted concentration of half-maximal effect; % is set by controls: 0 for no effect and ±100 for the full control effect; nearly all actives have a fitted effect of over 20% in size
Target sequence (P02791 2-175 limits assumed): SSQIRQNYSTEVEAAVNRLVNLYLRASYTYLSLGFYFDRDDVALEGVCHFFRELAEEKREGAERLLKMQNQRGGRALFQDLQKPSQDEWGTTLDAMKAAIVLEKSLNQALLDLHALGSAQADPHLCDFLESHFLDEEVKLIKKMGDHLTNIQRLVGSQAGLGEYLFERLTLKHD
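In PBS, apoferritin at 10 uM is loaded with 1-AMA from a 50% saturated solution. After 10 min of compound exposure at ambient temperature, reduced 535 nm fluorescence indicates probe displacement.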
D1 agonist: Allosteric Agonists of the Human D1 Dopamine Receptor: qHTS | D(1A) dopamine receptor (Homo sapiens), P21728 | HEK293 T-REx D1 cells, calcium flux, agonist mode | activation, % at 2 µM | 360,000 compounds, 1% hits; in the data active = activation above about 30%; note: 0% is about no effect
Target sequence (P21728 whole entry, looked up): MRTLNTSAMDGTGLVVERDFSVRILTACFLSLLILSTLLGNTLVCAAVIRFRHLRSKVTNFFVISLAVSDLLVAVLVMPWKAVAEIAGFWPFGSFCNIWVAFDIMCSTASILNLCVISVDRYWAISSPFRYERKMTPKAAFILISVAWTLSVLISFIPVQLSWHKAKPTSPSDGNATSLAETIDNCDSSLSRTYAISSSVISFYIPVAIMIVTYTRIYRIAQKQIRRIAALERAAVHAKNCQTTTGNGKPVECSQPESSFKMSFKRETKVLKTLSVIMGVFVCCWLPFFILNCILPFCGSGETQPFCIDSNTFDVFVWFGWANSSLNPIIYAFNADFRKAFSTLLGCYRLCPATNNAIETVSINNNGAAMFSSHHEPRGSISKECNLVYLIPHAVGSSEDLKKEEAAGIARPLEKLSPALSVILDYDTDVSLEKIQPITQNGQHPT
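Agonism was scored from calcium flux recorded over 180 s (1 read/s) after pintool compound addition, following a 10-cycle baseline. Cells were inducible force-coupled HEK293 TREx D1, plated overnight at 30 C and loaded with no-wash calcium dye.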
TRHR agonist: qHTS for Small Molecule Agonists and Allosteric Enhancers of Human TRH Receptor: Primary Screen for Agonists | Thyrotropin-releasing hormone receptor (Homo sapiens), P34981 | TRHR cells, calcium flux fluo-8, FDSS agonist mode | activation, % at 2 µM | 360,000 compounds, 0.18% hits; in the data active = activation above about 30%; note: 0% is about no effect
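Agonist-mode FDSS calcium read (Ex 480/Em 530, 1 s cycles) in 1536-well TRHR cells with fluo-8 dye, after 10-cycle baseline and 23 nL compound addition; TRH at EC20 (10 nM final) added afterwards for the enhancer phase.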
D1 antag: Antagonist of Human D 1 Dopamine Receptor: qHTS | 360,000 compounds, 3.2% hits | activity change, negative = inhibition, % at 10 µM | HEK293 TREx D1 cells, calcium flux, dopamine EC80; stronger effect = lower value; in the data active = activity change below about -30%; note: % is set by controls: 0 for no effect and ±100 for the full control effect
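Inducible Hek293 Trex D1 cells (tetracycline, overnight, 30 C). Calcium dye 30–90 min RT. Antagonist mode: EC80 dopamine added after 180 s compound read.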
D1 potentiator: Potentiators of Human D1 Dopamine Receptor: qHTS; AID 504651, 2011; potentiation, % at 10 µM; 360,000 compounds, 0.036% hits; HEK293 TREx D1 cells, calcium flux, dopamine EC20 potentiation; in the data active = potentiation above about 30%; note: 0% is about no effect
Numbers without * were called inactive; ? = inconclusive; · = no result given; & = joins results of further samples; [ ] = remark or other dose. Unless noted, calls come from the whole dose curve; as a rule, active = well fitted curve in the direction sought with a large enough effect; inconclusive = small, poorly fitted or top-dose-only effect, or another doubt; inactive = no such curve, though single readings can be large; an effect the other way counts as inactive or inconclusive. Not all compounds are listed; count on the stated rates, not on these rows.

Molecule	D1 potentiator	TRHR enhancer	D1 antag	Apoferritin bind	TRHR agonist	RXFP1 antagonist	D1 agonist	D2 PAM	RXFP1 ag
COC(=O)CCc1c(C)c(C(=O)c2ccc(F)cc2)c2ccccn12	-4	-5	-4	-20%	-0.2	-2	1	-3	25%
COc1ccc(-c2[nH]c(-c3ccc(O)cc3)nc2-c2ccccc2)cc1	-2	2	24	51%	-2.5	?	6	20	0.3%
Cn1nccc1C(=O)Nc1ccn(C23CC4CC(CC(C4)C2)C3)n1	-4	4	-3	-14%	0.4	-12	6	1	-0.8%
CCOC(=O)C1=C(CN2CCN(C(=O)c3ccco3)CC2)NC(=O)NC1c1ccc(OC)cc1 (stereo unspecified)	-2	-2	4	-3%	-0.7	6	3	0	1.5%
CCOc1cc(/C=C2\CN(CC)C/C(=C\c3ccc(O)c(OCC)c3)C2=O)ccc1O	-3	2	1	-8%	6.3	-33	5	-2	3.1%
O=[N+]([O-])c1cccc(/C=N/N2CCN(c3ccccn3)CC2)c1	7	-9	-3	-2%	-0.6	17	7	-1	0.1%
CCOC(=O)C1CCN(C(=O)c2ccc(CNS(=O)(=O)c3ccc(C)cc3)cc2)CC1	-4	4	-37*	-8%	-0.9	-31	0	6	0.5%
Cc1ncc(C(=O)O)c(C(=O)O)c1N	-5	13	11	59%[activator]	-0.7	12	-1	35*	1.7%
CCCN1C2CCCC1CC(NC(=O)Nc1ccc(C(C)C)cc1)C2 (stereo unspecified)	0	26	-5	-18%	0.3	-3	2	-6	-0.2%
CC(C)c1ccc(NC(=O)COc2nncc3ccccc23)cc1	5	8	5	-10%	-0.9	-16	2	1	-0.6%
CCOC(=O)c1c(NC(=O)CCCC(=O)O)sc2c1CCC2	-1	6	2	-8%	0.3	-32	0	2	2.4%
Cc1ccc(-n2c(=O)c3c(c4cc(C)ccc4n3C)n(CC(=O)NCC3CCCO3)c2=O)cc1 (stereo unspecified)	-3	5	-18	13%	-0.5	-11&0	-2	2	5.0%
Cc1cc2nc(C)c(Cc3ccccc3)c(=O)n2[nH]1	-6	-6	-4	-8%	0.3	·	1	-3	-0.3%
Nc1nc(-c2c(Cl)cccc2Cl)no1	-2	-1	3	2%	-0.1	-12	4	1	1.3%
COc1ccc(C2CC(=O)c3cnn(-c4nc(C)cc(C)n4)c3C2)cc1 (stereo unspecified)	0	11	9	-5%	0.0	3	4	3	2.0%
CCc1cccc(NC(=O)CCSCCC(=O)Nc2cccc(CC)c2)c1	-8	-2	-20	-3%	1.0	-4	17	-6	-4.6%
Cc1ccc2nc(C)cc(Nc3ccc4c(c3)OCCO4)c2c1	-9	7	-17	-19%	-0.4	-4	4	4	0.2%
COc1ccc(C(=O)NCCNC(=O)c2ccccn2)cc1	0	-9	4	-2%	0.1	4	1	-10	-4.8%
C=C(C)Cn1c(CN(C)Cc2ccccc2)nc2c1c(=O)n(C)c(=O)n2C	3	28	-19	-10%	-0.3	8	8	-4	0.6%
COC(=O)CC1C(=O)NCCN1C(=O)Nc1ccccc1 (stereo unspecified)	0	3	1	-14%	0.4	7	-1	-3	-1.5%
O=C(CCCOc1ccc(Cl)cc1Cl)N/N=C/c1ccc(Cl)cc1	-10	1	-25	-10%	0.4	-1	5	-5	-0.8%
COc1cc(OC)cc(C(=O)NCC2CCCO2)c1 (stereo unspecified)	0	15	-2	1%	0.1	-5	1	3	-0.4%
COc1ccc(C(=O)N2CCCC(c3nc(-c4ccc(OC)c(OC)c4)no3)C2)c(OC)c1 (stereo unspecified)	-7	-12	2	-16%	-0.6	2	2	11	-0.6%
Clc1ccc(C2[C@H]3CN(CC4CCCCC4)[C@H](c4ccccc4)C34CC2(c2ccccc2)C4)cn1 (stereo partly specified)	0	4	13	4%&5%	-0.1	·	1	0	1.0%
CC1=CN2C(=NC(=O)CC2(C)C(=O)N(CC(=O)NC2CCCC2)Cc2ccc(Cl)cc2)C=C1 (stereo unspecified)	·	0	14	8%	0.1	-6	5	5	9.2%

Sorted by heavy-atom count (low to high): 3 of the compounds above.
Molecule	D1 potentiator	TRHR enhancer	D1 antag	Apoferritin bind	TRHR agonist	RXFP1 antagonist	D1 agonist	D2 PAM	RXFP1 ag
O=[N+]([O-])c1cccc(/C=N/N2CCN(c3ccccn3)CC2)c1	7	-9	-3	-2%	-0.6	17	7	-1	0.1%
CCOC(=O)C1CCN(C(=O)c2ccc(CNS(=O)(=O)c3ccc(C)cc3)cc2)CC1	-4	4	-37*	-8%	-0.9	-31	0	6	0.5%
CC1=CN2C(=NC(=O)CC2(C)C(=O)N(CC(=O)NC2CCCC2)Cc2ccc(Cl)cc2)C=C1 (stereo unspecified)	·	0	14	8%	0.1	-6	5	5	9.2%

(more compounds)
Molecule	D1 potentiator	TRHR enhancer	D1 antag	Apoferritin bind	TRHR agonist	RXFP1 antagonist	D1 agonist	D2 PAM	RXFP1 ag
CC(C)N1CCN(c2ccncc2S(=O)(=O)N2CCOCC2)CC1	-3	10	0	0%	0.3	4	0	-2	-0.4%
CCC(C)n1c(/C=C/c2ccccc2)nc2ccccc21 (stereo unspecified)	-13	0	-2	2%	-1.9	-11	1	-4	1.3%
CCOC(=O)c1ccc(NC(=O)CSc2nc3ccccc3c(=O)n2CCC(=O)NC2CCCCC2)cc1	0	1	-2	3%	-0.1	-1	0	10	0.7%
CCCCCC(=O)OC(CN1CCCCCC1)CN1CCCC1=O (stereo unspecified)	0	-5	-9	10%	0.0	-2	1	-14	2.9%
COc1ccc(N2CC(O)(c3ccc(C)cc3)[N+]3=C2CCCC3)cc1 (stereo unspecified)	-2	-6	11	-5%	0.0	-16	0	-18	0.9%
COc1ccccc1CCNC(=O)c1ccccc1SCC(=O)N1CCCC1	-5	5	-13	·	0.4	-4	1	11	0.5%
Cc1ccc2oc(=O)c3cc(C(=O)NCCCN4CCc5ccccc5C4)sc3c2c1	-2	0	-1	-20%	-0.7	·	-3	-22	3.5%
CC(C/C=N/NC(=O)COc1cc(Cl)ccc1Cl)c1ccccc1 (stereo unspecified)	2	-5	1	?	-0.3	-10	3	11	-2.4%
Cc1ccc2nc(-c3ccc(C)o3)c(Nc3ccc4c(c3)OCCO4)n2c1	0	5	-1	56%[activator]	1.7	-3	2	17	21%
COc1ccc(NC(=O)C2CCCN(c3nn4c(=O)cc(C)nc4s3)C2)cc1 (stereo unspecified)	1	0	-9	-12%	0.3	-1	-1	0	3.7%
CCOC(=O)c1c(C)oc2nc(C)nc(N3CCN(c4cccc(C(F)(F)F)c4)CC3)c12	4	15	2	43%[activator]	0.2	-19	4	1	8.1%
CCN(CC)C(=O)c1c(NC(=O)c2ccccc2)sc(C)c1C	0	15	-8	-13%	0.1	1	2	-5	1.0%
CN(Cc1ccccc1)C(=O)C1CCN(S(=O)(=O)Cc2ccccc2)CC1	0	-2	7	162%[activator]	0.7	-2	3	-3	6.6%
COc1ccccc1-n1c(CNC(=O)COc2ccccc2)n[nH]c1=S	1	-5	-2	-2%	-1.0	4	3	-1	-0.4%
Cc1ccc(NC(=O)Nc2c(Cl)cccc2Cl)cn1	7	-10	9	5%	-1.6	-14	2	9	0.4%
COc1ccc(S(=O)(=O)N2CCC(n3c(C(F)(F)F)nc4cccnc43)CC2)cc1OC	-3	-4	-4	6%	0.6	-10	5	·	-0.7%
CC(=O)Nc1ccc(NC(=O)c2ccccc2N(C)S(=O)(=O)c2ccccc2)cc1	-1	10	-9	-4%	0.3	6	3	9	-0.3%
CCOC(=O)C1=NN(C(=O)Cc2ccccc2)C(O)(c2ccc(Cl)cc2)C1 (stereo unspecified)	2	4	40	-13%	0.0	-11	6	5	-1.5%
CN(C)S(=O)(=O)c1cccc(NC(=S)NN=C(Cc2ccccc2)Cc2ccccc2)c1	-7	-3	7	?	-0.4	-17	2	-17	0.3%
CC1CN(S(=O)(=O)c2ccccc2)CN1C(=O)N1CCOCC1 (stereo unspecified)	0	0	3	0%	0.6	-2	2	-4	-0.4%
Cc1ccc(CCN2CC(C(=O)NC(C)C)CC2=O)cc1 (stereo unspecified)	0	2	6	-10%	0.4	8	1	-2	-0.3%
COc1cccc(NS(=O)(=O)c2ccc3[nH]cc(C(=O)NCCC(C)C)c(=O)c3c2)c1	0	-1	-20	?	1.0	-2	6	5	-3.9%
COCc1ccc(CN2CCCC(CCC(=O)NCc3ccc(C)o3)C2)o1 (stereo unspecified)	1	-5	12	-6%	0.9	2	0	-3	-4.2%

Of the compounds above, 7 have a Cl atom.
Molecule	D1 potentiator	TRHR enhancer	D1 antag	Apoferritin bind	TRHR agonist	RXFP1 antagonist	D1 agonist	D2 PAM	RXFP1 ag
Nc1nc(-c2c(Cl)cccc2Cl)no1	-2	-1	3	2%	-0.1	-12	4	1	1.3%
O=C(CCCOc1ccc(Cl)cc1Cl)N/N=C/c1ccc(Cl)cc1	-10	1	-25	-10%	0.4	-1	5	-5	-0.8%
Clc1ccc(C2[C@H]3CN(CC4CCCCC4)[C@H](c4ccccc4)C34CC2(c2ccccc2)C4)cn1 (stereo partly specified)	0	4	13	4%&5%	-0.1	·	1	0	1.0%
CC1=CN2C(=NC(=O)CC2(C)C(=O)N(CC(=O)NC2CCCC2)Cc2ccc(Cl)cc2)C=C1 (stereo unspecified)	·	0	14	8%	0.1	-6	5	5	9.2%
CC(C/C=N/NC(=O)COc1cc(Cl)ccc1Cl)c1ccccc1 (stereo unspecified)	2	-5	1	?	-0.3	-10	3	11	-2.4%
Cc1ccc(NC(=O)Nc2c(Cl)cccc2Cl)cn1	7	-10	9	5%	-1.6	-14	2	9	0.4%
CCOC(=O)C1=NN(C(=O)Cc2ccccc2)C(O)(c2ccc(Cl)cc2)C1 (stereo unspecified)	2	4	40	-13%	0.0	-11	6	5	-1.5%
